# M1 ag = human M1 muscarinic receptor agonism | P11229 | CHO-K1 hM1, Fluo-8 calcium fluorescence, agonist mode; 0% DMSO, 100% acetylcholine EC100 | activation, % at 3 µM | hit rate 0.33% among 360,000;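 active = activation above the run's mean compound activation plus 3 SD, cut at about 16% in these data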;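 also: peak over basal fluorescence ratio within a 140 s kinetic read after compound addition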
# Target sequence (P11229 whole entry, looked up): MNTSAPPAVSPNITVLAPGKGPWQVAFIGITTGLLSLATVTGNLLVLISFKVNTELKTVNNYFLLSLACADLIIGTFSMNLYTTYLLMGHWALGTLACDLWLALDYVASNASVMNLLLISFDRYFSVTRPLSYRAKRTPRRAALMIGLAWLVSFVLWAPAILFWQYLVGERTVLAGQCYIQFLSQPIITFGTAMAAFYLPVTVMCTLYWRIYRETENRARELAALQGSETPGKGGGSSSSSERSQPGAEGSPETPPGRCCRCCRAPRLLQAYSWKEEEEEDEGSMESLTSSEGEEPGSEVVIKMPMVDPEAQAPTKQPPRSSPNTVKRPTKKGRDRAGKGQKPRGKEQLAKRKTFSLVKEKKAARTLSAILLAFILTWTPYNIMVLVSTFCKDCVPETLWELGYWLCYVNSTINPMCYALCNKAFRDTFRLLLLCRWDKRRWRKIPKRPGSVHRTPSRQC
# M1 PAM parental = M1 PAM counterscreen hit in parental CHO-K1 cells. ATP EC20, Fluo-8 calcium fluorescence; 0% at ATP EC20, 100% at ATP max. activation, % at 3 µM. hit rate 0.02% among 360,000. AID 602247;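 active = activation above the run cutoff, the mean activation of all test compounds plus 3 SD, cut at about 40% in these data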;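 also: peak over basal fluorescence ratio in a 140 s read after ATP addition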
# CHO parental Ca = counter-screen for OX1R antagonists: effect in parental CHO cells. parental CHO-K1, ATP-induced calcium, Fluo-8 fluorescence. inhibition, % at 5.6 µM. hit rate 0.63% among 330,000;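 active = inhibition above that plate's mean sample inhibition plus 3 SD, cut at about 26% in these data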;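 also: 0% = ATP-challenged DMSO wells and 100% = DMSO wells without ATP; some compounds past the cut are filed as inactive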
#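 Assay system – parental CHO cells · Reagent – ATP stimulus · Detection – intracellular calcium via Fluo-8 no-wash fluorescent dye · Evaluation – percent inhibition of ATP-evoked calcium rise, normalized to controls · Controls – ATP wells versus no-ATP DMSO wells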
# OXTR potentiate = potentiators of human oxytocin receptor; CHO-OTR cells, Fluo-8 calcium fluorescence, potentiator mode; 0% = oxytocin EC15, 100% = EC100; activation, % at 3 µM; hit rate 0.061% among 320,000;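 active = activation above that plate's cutoff, the mean activation of tested compounds plus 3 SD, cut at about 6.6% in these data, passing the limit was not always enough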;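 also: 100% uses oxytocin at 75 nM as the full agonist control; some results filed as inactive read as strong as hits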
#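 Material: CHO-OTR cells, human receptor; compound dosing: single dose, 3.0 µM nominal final compound concentration; schedule: 6 min compound pre-incubation at room temperature, 100 s kinetic read; measured by: kinetic Fluo-8 calcium fluorescence; read-out basis: % activation vs EC15 and EC100 oxytocin; controls: EC15 oxytocin alone as 0%, 75 nM oxytocin as 100%; replicates: singlicate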
# TAAR1 antag = human TAAR1 antagonism; Q96RJ0; CHO RD-HGA16 TAAR1, Fluo-8 calcium fluorescence, antagonist; inhibition, % at 3 µM; hit rate 1.5% among 360,000; AID 624466;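 active = inhibition above a per-plate cutoff, the mean inhibition of test compounds on that plate plus 3 SD, cut at about 49% in these data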;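 also: 0% = DMSO plus EC80 beta-PEA response and 100% = DMSO alone without agonist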
#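 Assay system: RD-HGA16 CHO cells with stable hTAAR1 and Gα16 / Reagent: EC80 β-phenethylamine stimulus / Doses: 3 µM, single point / Timing: dye loading 75 min at 37 °C, then 30 min room temperature / Measured by: Fluo-8 intracellular calcium dye fluorescence, real-time kinetic reads / Controls: vehicle wells and EC80 agonist wells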
# V1R ag counter = V1a receptor agonism, counter-screen for OXTR agonists | P37288 | CHO-V1R cells, Fluo-8 calcium fluorescence, agonist mode; 0% DMSO, 100% 3 nM vasopressin | activation, % at 3 µM | hit rate 0.25% among 320,000;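 active = activation above the mean activation of all tested compounds plus 3 SD, per screening run, cut at about 20% in these data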;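 also: signal is peak over basal fluorescence ratio across a 100 second FLIPR read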
# Target sequence (P37288 whole entry, looked up): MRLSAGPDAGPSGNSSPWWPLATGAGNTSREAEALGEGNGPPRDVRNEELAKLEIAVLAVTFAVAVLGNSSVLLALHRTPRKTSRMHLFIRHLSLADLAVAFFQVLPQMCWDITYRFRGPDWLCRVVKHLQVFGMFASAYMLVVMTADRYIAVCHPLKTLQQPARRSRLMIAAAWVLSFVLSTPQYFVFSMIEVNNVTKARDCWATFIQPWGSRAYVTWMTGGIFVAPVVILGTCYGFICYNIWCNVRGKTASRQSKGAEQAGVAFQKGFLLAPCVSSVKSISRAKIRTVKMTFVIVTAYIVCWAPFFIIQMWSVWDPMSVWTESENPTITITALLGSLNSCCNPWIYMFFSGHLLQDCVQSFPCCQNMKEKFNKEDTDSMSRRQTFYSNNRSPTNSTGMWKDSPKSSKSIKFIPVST
# CHO-K1 Ca antag = M1 antagonist counterscreen hit in parental CHO-K1 cells; ATP-induced calcium, Fluo-8 fluorescence; inhibition, % at 3 µM; hit rate 0.6% among 360,000;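 active = inhibition above a per-plate cutoff, the plate's mean sample inhibition plus 3 SD, cut at about 24% in these data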;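 also: 0% = DMSO plus EC80 ATP and 100% = DMSO alone without ATP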
# TAAR1 agonist = agonists of human TAAR1; Q96RJ0; CHO RD-HGA16 TAAR1, Fluo-8 calcium fluorescence; vehicle wells 0%, saturating PEA agonist 100%; activation, % at 3 µM; hit rate 0.99% among 360,000;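 active = activation above the mean activation of all test compounds in the run plus 3 SD, cut at about 38% in these data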
#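 System: CHO RD-HGA16 cells carrying human TAAR1 plus Gα16; Incubation: 17-24 h seeding, 75 min 37 °C dye, 30 min RT; Measured by: Fluo-8 fluorescence, 5 s baseline then 140 s kinetic read; Control set: DMSO and PEA EC100; Replication: single well for each compound.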
# CHO-K1 Ca ag = M1 agonist counterscreen hit in parental CHO-K1 cells. Fluo-8 calcium fluorescence; scaled to maximal ATP response, vehicle zero. activation, % at 3 µM. hit rate 0.48% among 360,000. AID 602248; in the data active = activation above about 15%;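 also: untransfected CHO-K1 host cells lacking M1 receptor as counterscreen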
# * hit, by the source's call; nt = not tested or not shown; & = joins results of further samples.
# The first 2 compounds (preview)
SMILES,M1 ag,M1 PAM parental,CHO parental Ca,OXTR potentiate,TAAR1 antag,V1R ag counter,CHO-K1 Ca antag,TAAR1 agonist,CHO-K1 Ca ag
CCN(CC(=O)Nc1ccccc1OC)C(=O)CN1C(=O)NC2(CCCC2)C1=O,0,6,-15,-4,-18,-0.1,3,3,0.4
COc1cc(CNCCN2CCOCC2)ccc1OCc1ccccc1Cl,-5,13,-26,-13,20,1.2,-3,3,0.7

# Results, from the first entry:
SMILES,M1 ag,M1 PAM parental,CHO parental Ca,OXTR potentiate,TAAR1 antag,V1R ag counter,CHO-K1 Ca antag,TAAR1 agonist,CHO-K1 Ca ag
CCN(CC(=O)Nc1ccccc1OC)C(=O)CN1C(=O)NC2(CCCC2)C1=O,0,6,-15,-4,-18,-0.1,3,3,0.4
COc1cc(CNCCN2CCOCC2)ccc1OCc1ccccc1Cl,-5,13,-26,-13,20,1.2,-3,3,0.7
O=C(N/N=C/c1ccc(Cl)cc1)c1ccc2c(c1)OCO2,-2,5,-9,-8,0,1.7,-3,2,1.3
Cc1cccc(N2N=C(C(=O)O)CCC2=O)c1,-1,5,6,-12,15,0.4,13,2,0.1
O=C(Cn1cnc2sc(-c3ccccc3)cc2c1=O)NCc1ccco1,-3,21,-10,-13,-8,-0.6,-21,5,0.4
COc1ccc(S(=O)(=O)N2CCc3ccccc32)cc1C(=O)N1CCOCC1,-2,11,-10,-4,-4,-0.9,-3,0,0.4
CCCc1cc(=O)oc2c3c(cc(OCC(=O)NCC4CCC(C(=O)O)CC4)c12)OC(C)(C)CC3 (configuration not stated),-1,10,-11,0,-14,0.4,-3,2,0.8
CC(=O)Nc1ccc(S(=O)(=O)N(C)CC(=O)N/N=C/c2ccncc2)cc1,1,2,-6,-5,1,-0.8,-17,1,0.1
COCC(=O)Oc1c(S(=O)(=O)c2ccccc2)c(C)nn1C(C)(C)C,-2,-16,-6,-1,-9,0.7,-7,4,-0.2
Cc1c(C(=O)NCCCN2CCCCC2)oc2ccc3c(c12)C(O)CC1(CCCCC1)O3 (configuration not stated),-9,12,-7,-9,-17,2.5,-17,9,2.9
Cc1cc(C)nc(N/N=C/C2=C(N3CCOCC3)C(=C/c3ccccc3)/CC2)n1,-5,12,-21,-11,30,-0.2,-2,1,2.7
COc1cccc(CN(C)C(=O)CC23CC4CC(CC(C4)C2)C3)c1OC,2,20,-15,-11,12,3.9,-5,16,4.7
O=C(COC(=O)C1COc2ccccc2O1)c1ccc(F)cc1 (configuration not stated),-1,-5,nt,nt,-11,nt,4,11,0.1
CNC(=O)N(c1ccccc1)c1ccccc1,-2,17,-11,-8,-3,0.0,-22,8,1.4
CC(Oc1ccc(Cl)cc1Cl)C(=O)Nc1ccc2oc(-c3ccncc3)nc2c1 (configuration not stated),0,-7,-11,-18,-17,0.0,2,7,0.3
CCOC(=O)CC(NCc1ccc(OC)c(OCC)c1)c1ccc(C)cc1 (configuration not stated),-3,9,-29,-19,9,3.6,-2,4,3.9
O=C(/C=C/c1ccc(F)cc1)N1CCN(c2ccccn2)CC1,-9,3,-8,-3,3,0.6,-2,3,0.2
COC(=O)c1ccc(OC(=O)CCc2cc(OC)c(OC)c(OC)c2)cc1,0,16,-15,-15,7,2.9,-15,9,16*
COc1cc(C2C(C(=O)OCCC#N)=C(C)NC3=C2S(=O)(=O)c2ccccc23)cc(OC)c1OC (configuration not stated),-5,-8,-11,4,-9,0.2,12,7,0.3
CC(=O)NCc1nnc2c3ccccc3c(-c3ccccc3)nn12,-4,26,-18,-9,12,0.4,-22,1,0.5
CC(C)NC(=O)C1(C)CCN1C(=O)c1ccccc1 (configuration not stated),0,6,nt,nt,-10,nt,10,5,0.7
CCOc1ccc(Oc2ccc(S(=O)(=O)N3CCOCC3)cc2N)cc1,-3,9,-19,-10,-3,5.4,-14,8,6.5
O=C1C(c2ccc(F)cc2)N(Cc2ccc3c(c2)OCO3)C(=O)CN1C1CCCCCC1 (configuration not stated),-2,11,-31,-8,-3,-0.9,-6,3,0.5
Cc1c(C#N)c2ncn(Cc3ccccn3)c(=O)c2n1-c1ccccc1,-4,-5,-23,-6,0,2.3,1,1,-0.2
CCCc1nnc(NC(=O)CCC(=O)NC2CC2)s1,1,-18,7,-5,-6,-0.5,15,2,-0.4
O=c1c2ccccc2nc2c3ccccc3c(NCc3cccnc3)nn12,1,-15,-19,-9,-15,0.6,3,4,-0.1
O=C(Nc1nnc(C2=COCCO2)o1)c1ccc(Cl)cc1,-5,-2,-11,-6,-5,-0.3,-4,0,-0.5
CC(C)CCn1c(=O)c2ccccc2c2ccccc2c1=O,-5,22,-9,-13,12,-1.2,-24,5,0.4
CC(NC(=O)Cc1ccccc1F)c1ccc(F)cc1 (configuration not stated),-3,17,-10,-12,-4,0.5,-6,7,0.6
C[C@@H]1CN([C@@H](C)CO)C(=O)c2cc(Br)cnc2O[C@@H]1CN(C)C(=O)CN(C)C,-1,11,nt,nt,6,nt,-2,5,0.9
Cc1cc(OCCn2cc(/C(N)=N/O)c3ccccc32)ccc1Cl,-4,21,-15,-4,3,1.0,-1,17,2.3
Cc1nc(SCC(=O)N2CC(=O)Nc3ccccc32)c2c(C)c(C)sc2n1,-9,23,-32,-2,7,3.4,-24,6,5.6
CC(C)(C)c1ccccc1OCCCCN1CCCC1,-4,17,-15,4,27,2.6,-1,6,1.9
CC(=O)c1cccc(NC(=O)NC2CC(=O)N(c3ccc4c(c3)OCCO4)C2)c1 (configuration not stated),-3,2,-2,-4,-16,-1.0,-4,6,0.8
CCOC(=O)c1c(N2CCCCC2)c2ccccc2[nH]c1=O,-2,12,-23,-2,-38,-0.5,-1,5,-0.1
CN(C(=O)c1ccc2c(c1)OCO2)C1(C)CCS(=O)(=O)C1 (configuration not stated),-1,-31,9,-4,-19,0.8,1,3,0.5
COc1ccc(C(C)=O)c(Oc2ccc(S(=O)(=O)N3CCOCC3)cn2)c1,-2,8,-18,-9,10,0.8,-9,4,-0.5
Cc1noc(C)c1C(=O)N1CCCC(C(=O)c2cccc(C(F)(F)F)c2)C1 (configuration not stated),-13,6,-10,-6,18,1.8,6,-1,0.5
O=C(Nc1ccon1)c1cccc(Cl)c1,-4,0,-4,1,13,0.3,10,8,0.2
COc1ccccc1CCNC(=O)CN1C(=O)NC2(CCCC2)C1=O,-1,-5,-4,1,-20,-0.8,3,1,0.6
CC(=O)c1cccc(NC(=O)CC2CCCC2)c1,-4,17,-11,-3,4,-0.2,-6,-2,0.4
COc1ccc(S(=O)(=O)N(C)CC(=O)N2CCCC2)cc1OC,-2,2,-2,-1,-6,-0.3,-7,0,0.5
CCc1ccc(NC(=O)COC(=O)c2nc3nc(C)cc(C)n3n2)cc1,-1,14,-17,-1,-11,0.6,-15,-1,-0.3
Cc1c(/C=N/NC(=O)c2cc(=O)[nH]c(=O)[nH]2)c2ccccn2c1C(=O)c1ccccc1,-3,23,2,3,4,0.1,-10,11,0.7
CC(=O)c1cccc(NC(=O)CCn2c(=O)oc3ccccc32)c1,-1,1,2,-4,-17,4.2,-7,13,0.8
COc1cc(C(=O)Nc2nccs2)ccc1OCc1c(C)noc1C,-1,-5,-7,-8,4,2.1,-1,7,3.6
CC(C(=O)Nc1cc([N+](=O)[O-])ccc1Cl)N1CCN(c2ccccc2)CC1 (configuration not stated),-6,14,-14,-3,7,-0.2,-1,6,2.6
Cc1ccc(OCC(=O)NC(=S)Nc2ccccn2)c(Br)c1,-4,22,-5,-1,5,-0.5,-7,1,0.7
Cc1cn(C)c(=O)n(C)c1=O,-1,-1,-9,-2,-6,0.1,-8,1,0.9
Cc1ccc2nc(Cl)c(C3CC(c4cccs4)=NN3C(=O)CCCC(=O)O)cc2c1 (configuration not stated),-1,24,-5,-13,-6,0.3,-12,0,0.0
Cc1ccn2cc(-c3cc4ccccc4oc3=O)nc2c1,-6,8,nt,nt,4,nt,-16,4,0.7
O=C(COc1ccc(Cl)cc1)N(Cc1cccs1)C1CCS(=O)(=O)C1 (configuration not stated),-2,8,-19,-8,-9,3.1,-10,2,0.3
COCCN(C(=O)COc1ccc(Cl)cc1)c1nnc(-c2cccnc2)s1,-1,9,-17,-10,-4,1.2,3,4,0.3
Cc1ccccc1NC(=O)NC1(C(=O)N2CCC(O)CC2)CCCCC1,0,-5,-2,-6,-11,1.4,-7,3,0.4
CCOC(=O)c1ccc(N(C(=O)c2ccco2)C(C(=O)NC2CCCCC2)c2ccncc2)cc1 (configuration not stated),-2,6,-1,-12,-37,-0.7,-13,7,-0.6
CCO/C([O-])=N/c1c[n+](N2CCOCC2)no1,-3&-3,15&15,-10&-8,-6&-3,-8&-15,1.1&0.0,-3&-5,1&2,0.6&0.6
COc1ccc(-c2nnc(SCC(=O)NCCc3ccc(S(N)(=O)=O)cc3)o2)cc1OC,-1,-4,7,0,16,-0.8,-11,-2,0.4
O=C(Nc1ccc(N2CCOCC2)c(Cl)c1)c1cccc(F)c1,-4,-3,-6,-12,13,3.3,11,17,2.7
O=C(N=Nc1c(O)[nH]c2ccccc12)c1ccccc1NS(=O)(=O)c1cccs1,-6,-5,-11,-1,2,-0.3,10,1,-0.1
CC1CCCCN1C(=O)CSc1nc2c(c(=O)n(C)c(=O)n2C)n1C (configuration not stated),-7,-9,-9,-6,-4,3.5,4,-3,1.4
# Other records
SMILES,M1 ag,M1 PAM parental,CHO parental Ca,OXTR potentiate,TAAR1 antag,V1R ag counter,CHO-K1 Ca antag,TAAR1 agonist,CHO-K1 Ca ag
COc1ccc(C)cc1Nc1nc(N)c2cc(OC)c(OC)cc2n1,-7,14,-6,-8,nt,0.1,-13,nt,1.9
O=C(c1ccc(Br)o1)N1CCN=C1SCc1cccnc1,-7,19,-8,-5,-1,-0.4,-3,-1,0.7
O=C(Nc1ccc([N+](=O)[O-])cc1)c1cccc(S(=O)(=O)Nc2cccnc2)c1,-3,2,7,-7,12,3.1,-8,0,3.0
CN(C(=O)COC(=O)C1CCN(S(=O)(=O)c2c(Cl)cccc2Cl)CC1)c1ccccc1,-5,-9,-7,-14,2,3.4,-9,4,4.2
CCOC(=O)c1sc(Nc2nc3c(OC)cccc3s2)cc1C,-2,-4,-20,-11,4,-0.8,-12,-3,0.2
O=C(C[n+]1cccc(CNC(=O)c2ccc(OC(F)F)cc2)c1)c1ccccc1,-10,-1,-1,-10,3,-0.1,5,4,-0.8

# Screening results deposited in PubChem by The Scripps Research Institute Molecular Screening Center.
